APE1 inh: blocks human APE1 abasic DNA cleavage. P27695. recombinant APE1, TAMRA/BHQ-2 abasic DNA cleavage fluorescence. Potency, µM (highest dose often 65.8 µM), for the others: at the highest dose activity change, negative = inhibition, hits mostly inhibitors. hit rate 0.35% among 350,000;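 also: plate controls were vehicle for no effect and reference inhibitor for full effect; nearly all actives have a fitted effect of over 55% in size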
Target sequence (P27695 whole entry, looked up): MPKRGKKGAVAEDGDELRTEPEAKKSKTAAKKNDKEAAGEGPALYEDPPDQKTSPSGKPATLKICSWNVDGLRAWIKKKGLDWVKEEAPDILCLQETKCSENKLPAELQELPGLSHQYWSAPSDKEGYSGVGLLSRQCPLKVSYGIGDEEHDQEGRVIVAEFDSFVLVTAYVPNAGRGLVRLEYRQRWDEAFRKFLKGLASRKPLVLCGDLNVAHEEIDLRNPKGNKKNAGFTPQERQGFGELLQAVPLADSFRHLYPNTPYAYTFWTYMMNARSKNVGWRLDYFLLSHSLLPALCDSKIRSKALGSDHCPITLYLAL
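Activity was derived from the fluorescence gain between first and third kinetic reads (60 s intervals, ex 525/em 598 nm) after 50 nM THF-abasic TAMRA/BHQ-2 duplex was added to 0.75 nM APE1 preincubated 15 min with compound.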
Apoferritin bind: binds horse apoferritin like a general anesthetic; hit rate 0.074% among 350,000; Potency, µM (titrated, usually from 77.5 µM), without a hit: at the highest dose activity change, negative = displacement, usual class: inhibitors; apoferritin/1-aminoanthracene competitive binding, fluorescence; also: nearly all actives have a fitted effect of over 20% in size
Target sequence (P02791 2-175 limits assumed): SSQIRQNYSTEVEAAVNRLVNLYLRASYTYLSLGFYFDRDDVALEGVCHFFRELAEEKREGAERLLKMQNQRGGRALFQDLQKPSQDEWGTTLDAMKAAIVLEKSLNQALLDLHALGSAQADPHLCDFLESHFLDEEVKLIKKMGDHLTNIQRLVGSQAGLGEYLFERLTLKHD
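Concentration-response curves derived by four-parameter Hill fitting of normalized fluorescence, where compounds displaced 1-AMA from 10 uM horse apoferritin following a brief 10 min room-temperature incubation; propofol titration acted as positive control.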
Pol beta inh: DNA polymerase beta (human) inhibition; hit rate 1.3% among 340,000; Potency, µM (series often up to 114 µM), for inactives: at the top dose activity change, negative = inhibition, actives largely listed as inhibitors; Pol beta primer extension/strand displacement, fluorescence kinetic
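Preincubation: enzyme (10 nM) with compound, 15 min, RT. Reaction: substrate added to 50 nM final. Reads: 0 and 10 min. Analysis: normalized, Hill fit.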
Numbers without * were called inactive; [ ] = remark or other dose. Calls follow the shape of the dose curve; as a rule, active = well fitted curve in the direction sought with a large enough effect; inconclusive = small, poorly fitted or top-dose-only effect, or another doubt; inactive = no such curve, though single readings can be large; an effect the other way counts as inactive or inconclusive. Unless noted, % is scaled to controls: 0 for no effect and ±100 for the full control effect; potency is read from the fitted curve at half-maximal effect. A portion of the library. The share of hits here may be higher or lower than overall.

How did O=C1c2cccc3cccc(c23)C(=O)N1CCN1CCN(C(=S)Nc2ccc(F)cc2)CC1 do in these assays?
APE1 inh: 4%; Apoferritin bind: -7%; Pol beta inh: 5%

How did Clc1ccc(-c2nn3c(-c4cccc(Cl)c4)nnc3s2)cc1 do in these assays?
APE1 inh: 1%; Apoferritin bind: -7%; Pol beta inh: 3%

What do the screens show for `C#CCOCCOCCOCCNc1nc(N2CCN(C(=O)[C@H](CCC(=O)O)n3cc(C(N)CO)nn3)CC2)nc(N2CCN(C(=O)[C@H](CCC(=O)O)n3cc(C(N)CO)nn3)CC2)n1` (some centres undefined)?
APE1 inh: inconclusive; Apoferritin bind: 1%; Pol beta inh: inconclusive

Results for Cc1cc(C(=O)CSc2nc3ccccc3c(=O)n2C)c(C)n1CC1CCCO1 (centres undefined) ?
APE1 inh: 18%; Apoferritin bind: -17%; Pol beta inh: 2%

How did O=C1C=C(NCCN2CCOCC2)C(=O)c2cnccc21 do in these assays?
APE1 inh: 1%; Apoferritin bind: -1%; Pol beta inh: -24%

Results for CN(C)c1ccc(/C=c2\sc3nc(-c4ccccc4)nn3c2=O)cc1 ?
APE1 inh: 0%; Apoferritin bind: -14%; Pol beta inh: 30%

Results for Cc1cc(NC(=O)CN2CCCCC2C)nc2c1c(=O)oc1ccccc12 (centres undefined) ?
APE1 inh: 9%; Apoferritin bind: -4%; Pol beta inh: 40%

How did Cc1noc(/C=C/N(C)C)c1S(=O)(=O)N1CCCC(C(=O)NCc2ccc(F)cc2)C1 (centres undefined) do in these assays?
APE1 inh: 8%; Apoferritin bind: 2%; Pol beta inh: -12%

Results for Cc1sc2c(c1C)CN(C1CC(C)(C)NC(C)(C)C1)CN2C(=O)c1ccco1 ?
APE1 inh: 2%; Apoferritin bind: 6%; Pol beta inh: -6%

What do the screens show for `O=C(Nc1nc2ccccc2c2nc3ccccc3n12)c1ccc(F)cc1`?
APE1 inh: 3%; Apoferritin bind: -11%; Pol beta inh: 39%

How did Cc1nnc2c3cnn(-c4ccc(Cl)cc4)c3ncn12 do in these assays?
APE1 inh: -1%; Apoferritin bind: -8%; Pol beta inh: 12%

How did COc1ccc([C@]23Cc4ccccc4C(O2)c2c(c4ccc(OC)cc4oc2=O)O3)cc1 do in these assays?
APE1 inh: 11%[12.4 µM]; Apoferritin bind: -22%[15.3 µM]; Pol beta inh: 12%[22.9 µM]

What do the screens show for `Cc1ccc2oc(=O)c3cc(C(=O)Nc4cc(-c5cccc(F)c5)no4)sc3c2c1`?
APE1 inh: -2%; Apoferritin bind: -10%; Pol beta inh: -1%

What do the screens show for `COc1ccc(C2C=C(c3ccc(Br)cc3)Nc3nc(NS(C)(=O)=O)nn32)cc1` (centres undefined)?
APE1 inh: -3%; Apoferritin bind: 606%[activator]; Pol beta inh: 22%

What do the screens show for `Cc1ccc2nc3sc(-c4nnc(-c5ccccc5[N+](=O)[O-])o4)c(N)c3cc2c1`?
APE1 inh: -3%; Apoferritin bind: -9%; Pol beta inh: inconclusive

How did Cc1nnc(NC(=O)CSc2ccc3nnc(-c4cccnc4)n3n2)s1 do in these assays?
APE1 inh: -2%; Apoferritin bind: -2%; Pol beta inh: -23%

What do the screens show for `COC(=O)N[C@H](CC(C)=O)c1ccccc1`?
APE1 inh: 4%; Apoferritin bind: 2%; Pol beta inh: 3%

Results for COc1ccc(-c2csc(NC(=O)COC(=O)c3ccc(Br)o3)n2)cc1 ?
APE1 inh: 0%; Apoferritin bind: -4%; Pol beta inh: 15%

Results for COc1cc2c(cc1OC)C1O[C@](CCCCN3C(=O)c4ccccc4C3=O)(C2)Oc2c1c(=O)oc1ccccc21 ?
APE1 inh: -41%[12.4 µM]; Apoferritin bind: -16%[15.3 µM]; Pol beta inh: -22%[22.9 µM]

Results for COc1ccc2c(Cl)c(C(=O)NCC3CCCO3)sc2c1Cl (centres undefined) ?
APE1 inh: -1%; Apoferritin bind: -4%; Pol beta inh: -29%

How did CCOCCCn1c(=NC(=O)c2ccc(OC)c(OC)c2)c(C#N)cc2c(=O)n3cccc(C)c3nc21 do in these assays?
APE1 inh: -2%; Apoferritin bind: 6%; Pol beta inh: 0%

What do the screens show for `O=[N+]([O-])c1ccc(-n2cccc2/C=N/Nc2nc(N3CCCCC3)nc(N3CCCCC3)n2)cc1`?
APE1 inh: 3%; Apoferritin bind: 2%; Pol beta inh: 11%

How did Cc1ccc(C2/C(=C(/O)c3cnn(-c4ccccc4)c3C)C(=O)C(=O)N2CCCN2CCOCC2)o1 (centres undefined) do in these assays?
APE1 inh: 0%; Apoferritin bind: -1%; Pol beta inh: -22%

How did CCOc1ccc(-c2ccc(SCC(=O)N3CCN(c4ccccc4)CC3)nn2)cc1 do in these assays?
APE1 inh: -5%; Apoferritin bind: 4%; Pol beta inh: 30%

How did COc1ccc(CCN(C(=O)c2ccccc2)C2=CC3CCC(C2)N3C)cc1OC (centres undefined) do in these assays?
APE1 inh: -1%; Apoferritin bind: -8%; Pol beta inh: -13%

How did CC1CCN(c2nc3c(c(=O)[nH]c(=O)n3C)n2CCSc2nc3ccccc3o2)CC1 do in these assays?
APE1 inh: 4%; Apoferritin bind: -2%; Pol beta inh: 8%

Results for CCOC(=O)C(CSCC(=O)c1ccc(Br)cc1)NC(=O)OC(C)(C)C (centres undefined) ?
APE1 inh: 8%; Apoferritin bind: inconclusive; Pol beta inh: 0%

How did COC(=O)c1c(NC(=O)c2c(C)noc2C)sc2c1CCCCCC2 do in these assays?
APE1 inh: 0%; Apoferritin bind: 5%; Pol beta inh: 12%

Results for Cc1ccc(NC(=O)c2ccccc2OCC(=O)Nc2cccc(Cl)c2C)nc1 ?
APE1 inh: 7%; Apoferritin bind: -10%; Pol beta inh: 0%

How did O=C(NCCc1ccc(F)cc1)c1cc(-c2ccncc2)nc2ccccc12 do in these assays?
APE1 inh: -2%; Apoferritin bind: 5%; Pol beta inh: -15%

Grouped by structure, the entries above with a nitro group on carbon (two)
What do the screens show for `Cc1ccc2nc3sc(-c4nnc(-c5ccccc5[N+](=O)[O-])o4)c(N)c3cc2c1`?
APE1 inh: -3%; Apoferritin bind: -9%; Pol beta inh: inconclusive

What do the screens show for `O=[N+]([O-])c1ccc(-n2cccc2/C=N/Nc2nc(N3CCCCC3)nc(N3CCCCC3)n2)cc1`?
APE1 inh: 3%; Apoferritin bind: 2%; Pol beta inh: 11%

(list continues)
What do the screens show for `CC1CCC(NC(=O)CN2C(=O)C3CCCN3c3ncc(Cl)cc32)CC1` (centres undefined)?
APE1 inh: 2%; Apoferritin bind: -16%; Pol beta inh: 3%

Results for COc1ccc(N2C(=O)[C@@H]3[C@H](C2=O)[C@H](C(=O)c2ccc(OC(C)=O)cc2)N2N=CC=C[C@@H]32)cc1 ?
APE1 inh: 3%; Apoferritin bind: -20%; Pol beta inh: inconclusive

How did Cc1ccc(C)n1-c1ccccc1N do in these assays?
APE1 inh: -3%; Apoferritin bind: 1%; Pol beta inh: 12%

Results for O=C(N/N=C/c1ccc(N2CCCCC2)o1)C(O)(c1ccccc1)c1ccccc1 ?
APE1 inh: -1%; Apoferritin bind: -14%; Pol beta inh: -10%

Results for CC1(N2CCOCC2)CC2(O)C(=[N+]1[O-])CCc1nonc12 (centres undefined) ?
APE1 inh: 3%; Apoferritin bind: -13%; Pol beta inh: inconclusive

How did C/C(=N\n1nnnc1Nc1ccccc1)c1ccc(N)cc1 do in these assays?
APE1 inh: -5%; Apoferritin bind: -13%; Pol beta inh: -7%

What do the screens show for `O=C(NCc1ccccn1)c1ccc2nc(-c3ccco3)c(-c3ccco3)nc2c1`?
APE1 inh: 10µM*; Apoferritin bind: -16%; Pol beta inh: 3.2µM*

Results for CCn1c(=O)c(C(=O)Nc2ccsc2C(=O)OC)c(O)c2ccccc21 ?
APE1 inh: 19%; Apoferritin bind: 8%; Pol beta inh: 44%

What do the screens show for `C=CCN1/C(=C2/SC(=S)N(C)C2=O)Sc2ccccc21`?
APE1 inh: 22%; Apoferritin bind: -9%; Pol beta inh: inconclusive

What do the screens show for `COc1ccc(OC)c(CCNC(=O)Cn2sc3nc(C)cc(C)c3c2=O)c1`?
APE1 inh: inconclusive; Apoferritin bind: -8%; Pol beta inh: 5%

What do the screens show for `CCN(CC)CCCN1C(=O)C(O)=C(C(C)=O)C1c1cccc(OC)c1` (centres undefined)?
APE1 inh: 1%; Apoferritin bind: -6%; Pol beta inh: 4%

Results for C/C(CCN1CCc2nc(-c3ccccc3)c(-c3ccccc3)cc2C1)=N\O[C@@H](C)c1cn([C@H](CO)Cc2ccccc2)nn1 ?
APE1 inh: -4%[12.4 µM]; Apoferritin bind: -7%[15.3 µM]; Pol beta inh: 8%

Results for COc1cc(C2NC(C(=O)O)CS2)ccc1OCc1ccccc1C#N (centres undefined) ?
APE1 inh: -3%; Apoferritin bind: -8%; Pol beta inh: 6%

Results for CN(C)CCCN1C(=O)C(=O)/C(=C(/O)c2ccccc2)C1c1ccccn1 (centres undefined) ?
APE1 inh: 3%; Apoferritin bind: -4%; Pol beta inh: 14%

What do the screens show for `c1ccc(-c2ccc(-c3nccc4ccccc34)[nH]2)cc1`?
APE1 inh: inconclusive; Apoferritin bind: -8%; Pol beta inh: -1%

Results for Cc1c(C(=O)O)c(C(=O)O)nc2ccc(N3CCOCC3)cc12 ?
APE1 inh: -9%; Apoferritin bind: 9%; Pol beta inh: inconclusive

How did Cc1sc2ncn(CC(=O)OC(C)C)c(=O)c2c1C do in these assays?
APE1 inh: 1%; Apoferritin bind: inconclusive; Pol beta inh: -2%

How did CCCc1cc(=O)oc2cc(OCC(=O)OC)cc(OCC(=O)OC)c12 do in these assays?
APE1 inh: 0%; Apoferritin bind: -8%; Pol beta inh: 5%

Results for CCN(Cc1cc2ccc(C)cc2[nH]c1=O)C(=O)c1cccnc1 ?
APE1 inh: 1%; Apoferritin bind: -9%; Pol beta inh: 2%

Results for CC1=NN(C(N)=S)C(=O)C1N=Nc1cccc2ccccc12 (centres undefined) ?
APE1 inh: 13%; Apoferritin bind: -10%; Pol beta inh: 8%

Results for COc1ccc(N2CCN(Cc3cc(=O)oc4c3ccc3ccccc34)CC2)cc1 ?
APE1 inh: -5%; Apoferritin bind: -9%; Pol beta inh: 3%

Results for COc1cccc(C2C3=C(N=c4s/c(=C\c5ccccc5O)c(=O)n42)c2ccccc2CC3)c1OC (centres undefined) ?
APE1 inh: 3%; Apoferritin bind: -17%; Pol beta inh: -8%

Results for CC1=C(C#N)C(=O)N(C2CCS(=O)(=O)C2)C(=O)/C1=C\c1ccc(C)o1 (centres undefined) ?
APE1 inh: 18µM*; Apoferritin bind: -15%; Pol beta inh: 13µM*

Results for CC(=NCc1ccncc1)C1=C(O)c2ccccc2C1=O ?
APE1 inh: inconclusive; Apoferritin bind: -11%; Pol beta inh: 0%

What do the screens show for `CCOC(=O)c1ccc(-n2c(CC)nc3ccccc3c2=O)cc1`?
APE1 inh: -1%; Apoferritin bind: -1%; Pol beta inh: -17%

Results for O=C1CSC(=S)N1/N=C/c1ccc(Cl)c([N+](=O)[O-])c1 ?
APE1 inh: inconclusive; Apoferritin bind: 3%; Pol beta inh: 22µM*

Results for CNC(=O)c1c(N)sc2c1CCCCC2 ?
APE1 inh: -4%; Apoferritin bind: 2%; Pol beta inh: 9%

Of the compounds above, eight have a thiophene ring, fused or not.
Results for Cc1sc2c(c1C)CN(C1CC(C)(C)NC(C)(C)C1)CN2C(=O)c1ccco1 ?
APE1 inh: 2%; Apoferritin bind: 6%; Pol beta inh: -6%

What do the screens show for `Cc1ccc2oc(=O)c3cc(C(=O)Nc4cc(-c5cccc(F)c5)no4)sc3c2c1`?
APE1 inh: -2%; Apoferritin bind: -10%; Pol beta inh: -1%

What do the screens show for `Cc1ccc2nc3sc(-c4nnc(-c5ccccc5[N+](=O)[O-])o4)c(N)c3cc2c1`?
APE1 inh: -3%; Apoferritin bind: -9%; Pol beta inh: inconclusive

Results for COc1ccc2c(Cl)c(C(=O)NCC3CCCO3)sc2c1Cl (centres undefined) ?
APE1 inh: -1%; Apoferritin bind: -4%; Pol beta inh: -29%

How did COC(=O)c1c(NC(=O)c2c(C)noc2C)sc2c1CCCCCC2 do in these assays?
APE1 inh: 0%; Apoferritin bind: 5%; Pol beta inh: 12%

Results for CCn1c(=O)c(C(=O)Nc2ccsc2C(=O)OC)c(O)c2ccccc21 ?
APE1 inh: 19%; Apoferritin bind: 8%; Pol beta inh: 44%

How did Cc1sc2ncn(CC(=O)OC(C)C)c(=O)c2c1C do in these assays?
APE1 inh: 1%; Apoferritin bind: inconclusive; Pol beta inh: -2%

Results for CNC(=O)c1c(N)sc2c1CCCCC2 ?
APE1 inh: -4%; Apoferritin bind: 2%; Pol beta inh: 9%

Compound activity from PubChem.
